Screening data: PubChem BioAssay, Broad Institute
DLD1 CTGF mRNA: YAP1 pathway inhibitors via CTGF transcript, primary screen, DLD1 colon cancer cells, RT-qPCR, single point (AID 743449) | actives 0.9% (n = 9,900) | inhibition, % at 12.5 µM | DLD1 CTGF mRNA qPCR, 24 h; hits give high values;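 active = mean normalized replicate activity at least 50 and at least half of replicates each reaching 50; inconclusive = only one of the two criteria met; inactive = neither criterion met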;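 also: 0% = neutral control wells and 100% = dasatinib control wells; higher means stronger suppression of CTGF expression like dasatinib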
Pax4 mRNA alpha TC1: activators of Pax4 gene expression, primary screen, RT-PCR, mouse alpha TC1 cells, single point (AID 1053180) | mouse alpha TC1 cells, Pax4 mRNA qPCR, 6 days; hits give high values; 100% = Pax4 plasmid added at qPCR | activation, % at 10 µM | actives 0.2% (n = 9,600);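 active = highest normalized replicate activity of 15 or more, or at least half the replicates reach 15 or more; inactive = neither condition met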;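 also: pax4 Ct normalized to GAPDH with activation seen as lower delta delta Ct; plate controls were plate neutral control wells for no effect and Pax4 plasmid positive control for full effect; each compound tested in two replicate wells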
An asterisk follows results filed as active; ? = inconclusive; nt = no result given. Some of the compounds tested, so the mix of outcomes need not match the whole.

SMILES | DLD1 CTGF mRNA | Pax4 mRNA alpha TC1
COc1ccccc1C#Cc1ccc([C@@H]2[C@H](CO)N3CCCCN(C(=O)C4CCC4)C[C@@H]23)cc1 | -33 | 0.0
C[C@@H]1CN([C@@H](C)CO)C(=O)c2cc(NS(C)(=O)=O)ccc2O[C@@H](C)CCCCO[C@@H]1CN(C)C(=O)Cc1ccccc1 | -13 | 0.0
C/C=C/c1ccc([C@H]2[C@@H](CO)N3C(=O)CN(C(=O)Nc4cccc(OC)c4)C[C@H]23)cc1 | 6 | 0.0
C[C@H](CO)N1C[C@H](C)[C@H](CN(C)Cc2ccc(Oc3ccccc3)cc2)Oc2c(NS(=O)(=O)c3cn(C)cn3)cccc2C1=O | 7 | 0.0
CC=Cc1ccc2n(c1=O)C[C@H]1N[C@@H]2[C@@H](C(=O)NC2CCCC2)[C@@H]1CO (mixture of isomers) | -36 | 0.0
COc1cccc(S(=O)(=O)Nc2ccc3c(c2)C(=O)N(C)C[C@@H](OC)[C@H](C)CN(Cc2ccccc2F)[C@H](C)CO3)c1 | 44 | 0.0
CO[C@H](C(=O)N(C)C[C@@H]1OCc2ccccc2-c2ccccc2C(=O)N([C@@H](C)CO)C[C@H]1C)c1ccccc1 | -7 | 0.0
O=C(C1CCC1)N1CC(=O)N2[C@H](CO)[C@@H](c3ccc(Br)cc3)[C@@H]2C1 | -20 | 0.0
C[C@@H]1CN([C@@H](C)CO)C(=O)c2cc(NS(C)(=O)=O)ccc2O[C@H]1CN(C)C | -2 | 0.0
O=C(Cc1ccccn1)N1CC(=O)N2[C@@H](CO)[C@@H](c3ccc(C#CCC4CCCC4)cc3)[C@@H]2C1 | 7 | 0.0
O=C(C[C@H]1CC[C@H]2[C@@H](COC[C@@H](O)CN2S(=O)(=O)c2cccc(Cl)c2)O1)NC1Cc2ccccc2C1 | 25 | 0.0
CCN1[C@@H]2c3ccc(-c4ccc(F)cc4)c(=O)n3C[C@H]1[C@H](CO)[C@H]2C(=O)Nc1nccs1 | -11 | 0.0

Reformatted with each value named: entries from further up.
C[C@@H]1CN([C@@H](C)CO)C(=O)c2cc(NS(C)(=O)=O)ccc2O[C@@H](C)CCCCO[C@@H]1CN(C)C(=O)Cc1ccccc1
  DLD1 CTGF mRNA: -13; Pax4 mRNA alpha TC1: 0.0
C/C=C/c1ccc([C@H]2[C@@H](CO)N3C(=O)CN(C(=O)Nc4cccc(OC)c4)C[C@H]23)cc1
  DLD1 CTGF mRNA: 6; Pax4 mRNA alpha TC1: 0.0

Remaining list, next part:
SMILES | DLD1 CTGF mRNA | Pax4 mRNA alpha TC1
CCCNC(=O)N1CC(=O)N2[C@H](CO)[C@@H](c3ccc(-c4ccc(F)cc4)cc3)[C@H]2C1 | 16 | 0.0
Cc1ccccc1-c1ccc([C@H]2[C@@H](CO)N3C(=O)CN(C(=O)Nc4cccc(F)c4)C[C@@H]23)cc1 | -10 | 0.0
C[C@H]1CC=CC[C@H](c2cccc(Cl)c2)NC(=O)[C@@H](Cc2ccccc2)N(C)C(=O)c2ccccc2O1 (mixture of isomers) | -83 | 0.3
COc1ccc2c3c(n(C)c2c1)[C@H](CO)N(C(=O)NC(C)C)CC31CCN(Cc2nccs2)CC1 | 20 | 0.0
COc1ccc2c3c([nH]c2c1)[C@@H](CO)N(Cc1ccccn1)CC31CN(C(=O)CC2CC2)C1 | 22 | 0.0
CCC(=O)NC[C@H]1[C@@H](c2ccc(-c3ccc(C#N)cc3)cc2)[C@@H](CO)N1CCC(F)(F)F | -12 | 0.0
C[C@@H]1CN([C@@H](C)CO)C(=O)c2ccccc2-c2ccccc2CO[C@H]1CN(C)C(=O)Nc1ccnc(N2CCOCC2)c1 | -18 | 0.1
CN1CCN(C(=O)C[C@H]2CC[C@@H]3[C@H](COC[C@H](O)CN3C(=O)c3ccccc3F)O2)CC1 | -14 | 0.1
CC(C)NC(=O)N(C)C[C@@H]1Oc2c(NS(=O)(=O)c3cccs3)cccc2C(=O)N([C@H](C)CO)C[C@@H]1C | 5 | 0.0
OC[C@H]1[C@H](c2ccccc2)C2(CN(Cc3cccnc3)C2)N1Cc1ccncc1 | 20 | nt
CCCNC(=O)Nc1ccc2c(c1)C(=O)N(C)C[C@H](OC)[C@@H](C)CN(C)[C@H](C)CO2 | 5 | 0.0
CO[C@@H](CN(C)S(=O)(=O)c1cccc(Cl)c1)[C@@H](C)CN(C(=O)Nc1ccccc1F)[C@@H](C)CO | 0 | 0.1
COc1ccccc1S(=O)(=O)N(C)C[C@@H]1OCc2cn(nn2)CCCC(=O)N([C@H](C)CO)C[C@H]1C | -20 | 0.0
COc1ccc2c3c([nH]c2c1)[C@H](CO)N(Cc1cc(F)ccc1F)CC31CCN(C(=O)CN(C)C)CC1 | -36 | 0.0
COCC(=O)Nc1ccc2c(c1)[C@@H]1C[C@@H](CC(=O)N[C@@H](C)c3ccccc3)O[C@@H](CO)[C@@H]1O2 | -6 | 0.0
C[C@@H]1CN([C@@H](C)CO)C(=O)c2ccccc2-c2ccccc2CO[C@@H]1CN(C)C(=O)CCC(F)(F)F | 0 | 0.0
CCCC(=O)Nc1ccc2c(c1)OC[C@@H](C)NC[C@H](C)[C@H](OC)CN(C)C2=O | -9 | 0.0
CC(C)N(C[C@@H]1N[C@@H](CO)[C@@H]1c1ccccc1)S(=O)(=O)c1ccccc1 | -12 | 0.0
C[C@@H]1CN([C@H](C)CO)C(=O)c2cccc(NC(=O)C3CCOCC3)c2O[C@@H]1CN(C)C(=O)Nc1cccc2ccccc12 | -68 | 0.0
CC(C)NC(=O)Nc1ccc2c(c1)C(=O)N([C@H](C)CO)C[C@H](C)[C@@H](CN(C)C(=O)C1CCCCC1)OCCCC[C@H](C)O2 | -1 | 0.0
C[C@@H]1CN([C@@H](C)CO)S(=O)(=O)c2ccc(-c3cncnc3)cc2O[C@@H]1CN(C)C(=O)NC1CCCC1 | 29 | 0.0
C[C@@H]1CN([C@H](C)CO)S(=O)(=O)c2ccc(C#Cc3ccccc3F)cc2O[C@@H]1CN(C)C(=O)Cc1cccnc1 | ? | 0.0
O=C(C[C@H]1C[C@H]2c3cc(NC(=O)c4ccc5c(c4)OCO5)ccc3O[C@H]2[C@H](CO)O1)NCCN1CCCCC1 | -14 | 0.0
CCS(=O)(=O)N1CC2(CN(C(=O)c3ccc(F)cc3)[C@@H](CO)c3[nH]c4cc(OC)ccc4c32)C1 | 12 | 0.0
C/C=C/c1ccc([C@@H]2[C@H](CO)N(C(C)=O)[C@H]2CN(C(C)=O)C2CCCC2)cc1 | 19 | 0.0
O=C(NC1CCCCC1)N1CC2(C1)[C@H](c1ccccc1)[C@H](CO)N2CC1CCCC1 | -6 | nt
COc1ccc(C#Cc2cccc(-c3nc(C(=O)N4CCN(Cc5ccccc5)CC4)cc4c3[C@H](CCO)N(S(=O)C(C)(C)C)C4)c2)cc1OC (some centres undefined) | -40 | 0.0
O=C(C[C@H]1CC[C@@H]2[C@H](COC[C@H](O)CN2Cc2ccc3c(c2)OCO3)O1)N1CCCCC1 | 29 | 0.0
CN1CCN(C(=O)C[C@@H]2CC[C@@H]3[C@@H](COc4ccc(NC(=O)c5cccs5)cc4C(=O)N3C)O2)CC1 | 7 | 0.0
COc1cccc(CN2[C@H](CO)[C@@H](c3ccccc3)C23CN(C(=O)C2CCCCC2)C3)c1 | 9 | nt
CC(C)COC(=O)N(C)C[C@H]1OCc2ccccc2-c2ccccc2C(=O)N([C@@H](C)CO)C[C@H]1C | 13 | 0.0
CC(C)(C)[S@](=O)N1Cc2cc(C(=O)NCc3ccccn3)nc(-c3cccc(-c4ccccc4F)c3)c2[C@@H]1CCO | 53* | 0.0
COc1ccc(CN2CC3(CN(C(=O)Cc4ccccc4)C3)c3c([nH]c4cc(OC)ccc34)[C@@H]2CO)cc1 | -44 | 0.0
CCC(=O)N1C[C@@H](C)[C@H](OC)CN(C)C(=O)c2cc(NC(=O)Nc3ccc(Cl)cc3)ccc2OC[C@@H]1C | 39 | 0.0
C[C@@H]1CN([C@@H](C)CO)C(=O)Cc2cc(NS(=O)(=O)c3cccs3)ccc2O[C@H]1CN(C)CC1CCCCC1 | -286 | 0.1
CN(C)CC(=O)N[C@@H]1CC[C@H](CCNC(=O)C2CCC2)O[C@@H]1CO | 4 | 0.0
COc1ccc2c3c([nH]c2c1)[C@H](CO)N(C(=O)Nc1cccc(F)c1)CC31CN(CC2CC2)C1 | -21 | 0.0
C[C@@H]1CN([C@@H](C)CO)C(=O)c2ccccc2-c2ccccc2CO[C@@H]1CN(C)C(=O)Nc1ccnc(N2CCOCC2)c1 | -7 | 0.0
O=C(C1CCC1)N1CC(=O)N2[C@H](CO)[C@H](c3ccc(Br)cc3)[C@@H]2C1 | 2 | 0.0
COCCNC(=O)c1cc2c(c(-c3cccc(C4=CCCCC4)c3)n1)[C@H](CCO)N([S@@](=O)C(C)(C)C)C2 | 24 | 0.0
C[C@@H](NC(=O)C[C@H]1C[C@H]2c3cc(NS(=O)(=O)c4ccc(F)cc4)ccc3O[C@H]2[C@@H](CO)O1)c1ccccc1 | -17 | 0.0
O=C(C1CCOCC1)N1CC[C@@H]2[C@H](CO)Nc3ccc(-c4cccc(F)c4)cc3[C@@H]21 | 4 | 0.0
C[C@@H]1CN([C@@H](C)CO)C(=O)Cc2cc(NS(=O)(=O)c3ccc(F)cc3)ccc2O[C@@H]1CN(C)Cc1ccncc1 | 24 | 0.0
NCC[C@H]1CC[C@H](NC(=O)NC2CCCCC2)[C@H](CO)O1 | 43 | 0.0
COc1cccc(CN2CC3(CCN(S(C)(=O)=O)CC3)c3c(n(C)c4cc(OC)ccc34)[C@H]2CO)c1 | 7 | 0.0
O=C(c1cc2c(c(-c3cccc(-c4ccc(F)cc4)c3)n1)[C@@H](CCO)N(C(=O)c1ccc3c(c1)OCO3)C2)N1CCOCC1 | 1 | 0.0
O=C(NCC[C@H]1CC[C@@H](NC(=O)c2ccccc2F)[C@@H](CO)O1)c1cnccn1 | 27 | 0.0
COCC(=O)NC[C@@H]1[C@H](c2ccccc2)[C@@H](CO)N1C(=O)c1ccccc1 | -41 | 0.0

Reformatted with two lines to a compound: 6 of the compounds above
Each structure is followed by: DLD1 CTGF mRNA, Pax4 mRNA alpha TC1
COc1cccc(S(=O)(=O)Nc2ccc3c(c2)C(=O)N(C)C[C@@H](OC)[C@H](C)CN(Cc2ccccc2F)[C@H](C)CO3)c1
  44, 0.0
C[C@@H]1CN([C@@H](C)CO)C(=O)c2ccccc2-c2ccccc2CO[C@H]1CN(C)C(=O)Nc1ccnc(N2CCOCC2)c1
  -18, 0.1
C[C@@H]1CN([C@@H](C)CO)C(=O)c2ccccc2-c2ccccc2CO[C@@H]1CN(C)C(=O)CCC(F)(F)F
  0, 0.0
O=C(Cc1ccccn1)N1CC(=O)N2[C@@H](CO)[C@@H](c3ccc(C#CCC4CCCC4)cc3)[C@@H]2C1
  7, 0.0
O=C(c1cc2c(c(-c3cccc(-c4ccc(F)cc4)c3)n1)[C@@H](CCO)N(C(=O)c1ccc3c(c1)OCO3)C2)N1CCOCC1
  1, 0.0
CN1CCN(C(=O)C[C@H]2CC[C@@H]3[C@H](COC[C@H](O)CN3C(=O)c3ccccc3F)O2)CC1
  -14, 0.1

The results go on:
SMILES | DLD1 CTGF mRNA | Pax4 mRNA alpha TC1
CCC(=O)N1[C@H](CO)[C@H](c2ccc(-c3cccc(OC)c3)cc2)[C@H]1CNC(C)=O | 8 | 0.0
C/C=C/c1ccc(C2[C@H]3CNC[C@@H]2N3Cc2ccccc2C(F)(F)F)cc1 (some centres undefined) | 26 | 0.0
O=C(Cc1cccnc1)N1CC(=O)N2[C@H](CO)[C@H](c3ccc(C#CC4CCCCC4)cc3)[C@H]2C1 | 30 | 0.0
N#C[C@H]1[C@H](c2ccc(C3=CCCCC3)cc2)[C@H](CO)N1C(=O)CN1CCOCC1 | -63 | 0.0
CCCC(=O)N1CC2(C1)CN(Cc1ccccc1F)[C@H](CO)c1c2c2ccc(OC)cc2n1C | 9 | 0.0
CC(C)(C)[S@](=O)N1Cc2cc(C(=O)N3CCOCC3)nc(-c3cccc(-c4ccc(C#N)cc4)c3)c2[C@@H]1CCO | -6 | 0.0
C[C@H]1CCCCO[C@H](CN(C)C(=O)CCCN(C)C)[C@@H](C)CN([C@@H](C)CO)C(=O)c2cc(NS(=O)(=O)c3ccc(Cl)cc3)ccc2O1 | 23 | 0.0
CO[C@H]1CN(C)C(=O)c2cc(NC(=O)NC3CCCCC3)ccc2OC[C@@H](C)N(CC2CCOCC2)C[C@H]1C | -12 | 0.0
Cc1noc(C)c1C(=O)N(C)C[C@H]1OCc2ccccc2-c2ccccc2C(=O)N([C@@H](C)CO)C[C@@H]1C | -9 | 0.0
O=C(C1CCOCC1)N1CC(=O)N2[C@H](C1)[C@@H](c1ccc(/C=C/c3ccccc3)cc1)[C@@H]2CO | 15 | 0.0
O=C(C[C@H]1CC[C@H]2[C@@H](COC[C@H](O)CN2C(=O)Nc2ccc(F)cc2)O1)NC1CCC1 | 22 | 0.0
C/C=C/c1ccccc1[C@@H]1[C@@H](C#N)N(c2nc(CC)cs2)[C@@H]1CO | 19 | 0.0
O=C(c1cccc(F)c1)N1CCCCN2[C@H](C1)[C@H](c1ccc(C#CC3(O)CCCC3)cc1)[C@@H]2CO | 24 | 0.0
O=C(CC1CC1)N1CC2(C1)[C@H](c1ccccc1)[C@H](CO)N2S(=O)(=O)Cc1ccccc1 | 24 | nt
CO[C@@H]1CN(C)C(=O)c2cc(NC(=O)C3CCCCC3)ccc2OC[C@H](C)N(Cc2cccnc2)C[C@@H]1C | -13 | 0.1
